MITF act: increases MITF-driven TRPM1 promoter luciferase signal; SK-MEL-5 TRPM1-promoter luciferase, 24 h; % of positive control, neutral wells = 0; activation, % at 12.5 µM; actives 0.75% (n = 300,000); AID 588334;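 active = mean activation of at least 80% with every replicate also reaching 80%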;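 note: 0% = neutral control wells and 100% = parthenolide positive control wells; values of inactives mirror those of a sister screen read the other way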
V-ATPase pH: regulators of yeast V-ATPase proton transport | S. cerevisiae, pHLuorin cytosolic pH fluorescence | response, % at 10 µM | actives 0.37% (n = 350,000); in the data active = response mostly above about 7.3%, no sharp cut-off; inactive = mostly below about 5.4%; note: actives read high; inactives centre near 0; some compounds called inactive have numbers as strong as hits; reference of the scale not given here
PvdQ acylase: P. aeruginosa PvdQ acylase inhibition. purified PvdQ acylase, fluorescence plate reader. inhibition, % at 10 µM. AID 488965. actives 0.063% (n = 340,000); in the data active = inhibition above about 30%, passing the limit was not always enough;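 note: 0% = vehicle neutral wells and 100% = reference inhibitor wells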
Wnt act: activators of Wnt/beta-catenin signaling; Wnt/beta-catenin reporter cell assay, activator, plate reader; activation, % at 9.35 µM; actives 1.2% (n = 300,000); AID 743398; in the data active = activation above about 30%, passing the limit was not always enough;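 note: 0% = neutral control wells and 100% = positive control wells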
NSD2 HMT inh: NSD2 (human) methyltransferase inhibition | O96028 | NSD2 peptide methylation, AlphaScreen, 120 min | inhibition, % at 12.5 µM | actives 0.54% (n = 310,000); in the data active = inhibition above about 50%
dFosB activator: activators of mouse delta FosB homodimer; AID 493131; actives 0.99% (n = 340,000); activation, % at 25 µM; P13346; purified delta FosB, TAMRA-CDK5 oligo fluorescence polarization; percent of positive-control signal above neutral wells;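 active = mean activation above about 17%, with every replicate also reaching it, limit read from the data, passing the limit was not always enough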;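 note: fluorescence polarization rise as delta FosB binds a TAMRA Cdk5 AP-1 oligo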
Target sequence (P13346 whole entry, looked up): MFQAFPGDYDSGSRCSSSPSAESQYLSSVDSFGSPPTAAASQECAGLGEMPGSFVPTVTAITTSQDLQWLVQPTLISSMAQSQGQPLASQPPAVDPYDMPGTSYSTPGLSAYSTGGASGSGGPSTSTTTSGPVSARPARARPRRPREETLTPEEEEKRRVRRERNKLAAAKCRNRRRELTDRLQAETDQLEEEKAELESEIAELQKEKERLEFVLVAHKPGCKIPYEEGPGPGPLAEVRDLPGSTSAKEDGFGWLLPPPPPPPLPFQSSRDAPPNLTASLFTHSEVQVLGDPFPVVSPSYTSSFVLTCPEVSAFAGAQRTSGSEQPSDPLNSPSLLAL
SR-BI HDL uptake: blocks mouse SR-BI lipid uptake from DiI-HDL | Q61009 | ldlA[mSR-BI] CHO cells, DiI-HDL uptake fluorescence, 3 h | inhibition, % at 12.5 µM | actives 0.96% (n = 320,000);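 active = mean replicate inhibition of at least 70% and a set share of replicates each scoring 70 or more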;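 note: 0% = median of neutral control wells and 100% = median of positive control wells; values of inactives mirror those of a sister screen read the other way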
CDK5 p35 inh: blocks human CDK5/p35 kinase activity; Q00535+Q15078; Recombinant CDK5/p35, ADP-Glo luminescence, 60 min; inhibition, % at 10 µM; actives 0.01% (n = 330,000);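 active = highest replicate inhibition of at least 50% and at least 75% of replicates reaching 50%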;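 note: plate controls were DMSO neutral control for no effect and GW8510 at 10 µM for full effect; many of its hits are not listed in these tables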
Target sequence (Q00535 whole entry, looked up): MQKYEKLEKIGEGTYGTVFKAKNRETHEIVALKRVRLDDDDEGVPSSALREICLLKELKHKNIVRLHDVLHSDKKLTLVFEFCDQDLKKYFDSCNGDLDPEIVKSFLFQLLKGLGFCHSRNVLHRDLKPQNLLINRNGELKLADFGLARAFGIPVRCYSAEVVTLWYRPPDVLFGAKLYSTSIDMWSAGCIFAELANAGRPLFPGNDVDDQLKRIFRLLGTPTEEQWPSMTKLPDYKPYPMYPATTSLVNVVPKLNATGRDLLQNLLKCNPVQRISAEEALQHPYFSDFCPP
Target sequence (Q15078 whole entry, looked up): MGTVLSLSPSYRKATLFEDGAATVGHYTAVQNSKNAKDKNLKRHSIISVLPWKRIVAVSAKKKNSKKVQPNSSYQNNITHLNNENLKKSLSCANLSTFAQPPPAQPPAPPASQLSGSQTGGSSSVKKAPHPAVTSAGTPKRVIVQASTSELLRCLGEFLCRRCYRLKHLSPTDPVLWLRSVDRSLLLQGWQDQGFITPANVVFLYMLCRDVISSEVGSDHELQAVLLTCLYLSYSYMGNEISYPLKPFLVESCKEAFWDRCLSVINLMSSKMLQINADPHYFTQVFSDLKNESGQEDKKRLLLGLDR
HTR5A ag ctr: counter-screen for OPRM1-OPRD1 agonists: human HTR5A agonism; activation, % at 9.3 µM; P47898; actives 0.61% (n = 340,000); AID 504692; HTR5A agonist assay, luminescence, cell-based; in the data active = activation mostly above about 9.5%, no sharp cut-off; inactive = mostly below about 7.6%;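 note: 0% = cells with vehicle only and 100% = reference agonist; strong numbers were not always called active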
HTR5A inv ag: counter-screen for OPRM1-OPRD1 inverse agonists: human HTR5A inverse agonism; HTR5A cell line, luminescence; inhibition, % at 9.3 µM; actives 0.083% (n = 340,000); in the data active = inhibition mostly above about 23%, no sharp cut-off; inactive = mostly below about 18%;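 note: 0% = cells with DMSO and 100% = no-cell wells with DMSO; some compounds called inactive have numbers as strong as hits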
Active calls of the source: *; / = not tested or not shown; & = joins results of further samples. An unsorted share of the library; overall some 5% were active at least once.

Each structure is followed by: MITF act | V-ATPase pH | PvdQ acylase | Wnt act | NSD2 HMT inh | dFosB activator | SR-BI HDL uptake | CDK5 p35 inh | HTR5A ag ctr | HTR5A inv ag
#1 CC1CC(C)(C)NC(=O)O1 (centres undefined)
→ -5 | -2 | -13 | / | -4 | -3 | -10 | 1.0 | -1 | 2
#2 CCCOc1ccc(N2C(=O)CC(NCCNc3ccc(S(=O)(=O)CC)cc3)C2=O)cc1 (centres undefined)
→ -3 | 1 | -6 | / | -3 | -13 | 13 | -2.7 | 1 | 7
#3 NC1=NN(c2cccc(C(=O)O)c2)C(=O)C1
→ 4 | -1 | 5 | -3 | 7 | 4 | -56 | 0.1 | 4 | -2
#4 Cc1c(C(C)C)c(=O)n(-c2ccc(S(=O)(=O)NCc3ccccc3)cc2)n1C
→ -20 | -1 | 7 | -4 | -2 | -6 | 51 | 0.0 | 2 | -6
#5 COc1cccc(NC(=O)CN2C(=O)COc3ccc(S(=O)(=O)N4CCCCCC4)cc32)c1
→ 9 | 2 | -6 | -1 | -3 | -17 | -28 | -0.2 | -3 | 19
#6 COc1ccc(NC(=O)CSc2ccc3c(c2)OCCO3)cc1OC
→ 5 | -4 | 1 | / | 1 | 1 | -5 | -0.4 | 4 | -8
#7 O=C(Nc1ccc(F)cc1F)c1cc2nc3c(c(C(F)(F)F)n2n1)CCCC3
→ 27 | 0 | -14 | 14 | -3 | -1 | 5 | 0.9 | 2 | -10
#8 CCn1c(N)[n+](CC(=O)Nc2ccc(SC(F)F)cc2)c2ccccc21
→ -2 | 1 | -11 | 0 | 6 | -49 | -12 | -1.1 | / | /
#9 CCCCc1nc(N2CCN(C(=O)c3ccco3)CC2)c(C#N)c2c1CCCC2
→ -17 | -1 | 1 | 0 | 2 | -6 | 35 | 1.9 | 0 | -53
#10 Cc1ccc(C)c(OCCOCCN2CCOCC2)c1
→ 5 | -1 | -4 | / | -2 | -1 | -14 | 0.3 | 1 | -10
#11 CCN1CCCC1CN(Cc1cc2ccc(C)cc2[nH]c1=O)C(=S)Nc1ccc(OC)cc1 (centres undefined)
→ -12 | 3 | -4 | -3 | 3 | 6 | 9 | -0.5 | -1 | 3
#12 COc1cccc(OCCN2CCN(c3ncnc4c3cnn4-c3ccccc3)CC2)c1
→ -13 | 0 | 7 | / | 0 | -17 | 44 | -0.7 | -2 | 6
#13 COc1ccc(/C=N/NC(=O)c2ccc(NS(=O)(=O)c3cccs3)cc2)cc1
→ 16 | 3 | 2 | 7 | 3 | -1 | 33 | 0.4 | 1 | -3
#14 CCOC(=O)c1ccc(-c2c(C)cc3oc(=O)cc(-c4ccccc4)c3c2C)cc1
→ -4 | 1 | -16 | 0 | / | -11 | 73* | 0.0 | -2 | 7
#15 Cc1ccc(N2N=C(c3ccc(F)cc3)CC2c2ccco2)cc1 (centres undefined)
→ 30 | -5 | -15 | 5 | 10 | -6 | 79* | -1.2 | 0 | -1
#16 N#C/C(=C\c1ccc(-c2ccccc2[N+](=O)[O-])o1)C(N)=O
→ -5 | -2 | -7 | 0 | 1 | -9 | -28 | 1.5 | -3 | 10
#17 CCOC(=O)Cn1cnc2sc3c(c2c1=O)CCC3
→ / | 8 | -9 | / | 4 | -5 | 19 | 3.1 | -1 | -7
#18 COc1ccccc1C(CNC(=O)c1ccc(NS(=O)(=O)c2ccc(F)c(C)c2)cc1)N(C)C (centres undefined)
→ 4 | 0 | -23 | 0 | -2 | -9 | -13 | -3.3 | -2 | -21
#19 Cc1c(NS(=O)(=O)c2cc([N+](=O)[O-])ccc2Cl)c(=O)n(-c2ccccc2)n1C
→ -8 | -1 | 15 | 0 | -1 | -6 | -7 | 4.5 | 2 | -7
#20 Cc1ccc(CCNS(=O)(=O)c2ccc3c(c2)N(C)CCO3)cc1
→ 0 | -2 | -6 | -3 | / | -12 | 1 | 0.5 | 4 | -6
#21 CCCCn1nc2cc(C(=O)NCC3CC3)ccc2c1OCC
→ -3 | 12 | -12 | -7 | / | -6 | 18 | -0.8 | 2 | -5
#22 N/C(=N\OC(=O)CCCc1ccccc1)c1ccccc1
→ 10 | -2 | -17 | 2 | -4 | 4 | -5 | 1.0 | 2 | -8
#23 COc1cc(S(=O)(=O)N2CCC(c3nc4ccccc4s3)CC2)ccc1S(=O)(=O)NC1CCCC1
→ -29 | 2 | -9 | -2 | -1 | -8 | 30 | -0.2 | 10 | -27
#24 CN1CCN(C(=S)SCC(=O)Nc2nc(-c3ccccc3)c(-c3ccccc3)o2)CC1
→ -7 | 0 | -5 | 1 | 0 | 3 | -7 | -0.1 | -6 | -8
#25 CCOC(=O)Cc1csc(NC(=O)/C=C/c2ccco2)n1
→ 35 | 1 | -9 | 21 | 4 | -8 | 22 | -0.6 | 2 | -5
#26 CCOCCCNC(=O)c1cc2sc(Cl)cc2n1CC
→ 0 | -2 | 15 | -1 | 2 | -11 | 15 | -0.8 | 2 | 4
#27 FC(F)(F)c1cc(-c2ccco2)nc(-n2nc(C(F)(F)F)cc2C2CC2)n1
→ -3 | -2 | -22 | 2 | 3 | -6 | 21 | -3.0 | -1 | -15
#28 O=C(NNS(=O)(=O)c1ccc(Cl)cc1)c1sccc1-n1cccc1
→ 4 | -3 | -4 | 1 | -3 | -4 | -7 | -0.1 | 1 | 29
#29 CC(C)[C@H](NC(=O)c1ccccc1F)C(=O)NC1CCCCC1
→ 1 | -1 | 3 | 1 | -2 | -1 | 2 | 1.1 | 3 | -6
#30 Cc1cccc(-c2noc(CN(C)C(=O)c3ccco3)n2)c1
→ 14 | 1 | -14 | 1 | -7 | -11 | -1 | 0.5 | -4 | 9

5 entries drawn at random from the list so far:
Each structure is followed by: MITF act | V-ATPase pH | PvdQ acylase | Wnt act | NSD2 HMT inh | dFosB activator | SR-BI HDL uptake | CDK5 p35 inh | HTR5A ag ctr | HTR5A inv ag
#7 O=C(Nc1ccc(F)cc1F)c1cc2nc3c(c(C(F)(F)F)n2n1)CCCC3
→ 27 | 0 | -14 | 14 | -3 | -1 | 5 | 0.9 | 2 | -10
#18 COc1ccccc1C(CNC(=O)c1ccc(NS(=O)(=O)c2ccc(F)c(C)c2)cc1)N(C)C (centres undefined)
→ 4 | 0 | -23 | 0 | -2 | -9 | -13 | -3.3 | -2 | -21
#13 COc1ccc(/C=N/NC(=O)c2ccc(NS(=O)(=O)c3cccs3)cc2)cc1
→ 16 | 3 | 2 | 7 | 3 | -1 | 33 | 0.4 | 1 | -3
#28 O=C(NNS(=O)(=O)c1ccc(Cl)cc1)c1sccc1-n1cccc1
→ 4 | -3 | -4 | 1 | -3 | -4 | -7 | -0.1 | 1 | 29
#8 CCn1c(N)[n+](CC(=O)Nc2ccc(SC(F)F)cc2)c2ccccc21
→ -2 | 1 | -11 | 0 | 6 | -49 | -12 | -1.1 | / | /

Entries of single compounds, quoted from the list. Values in the order: MITF act, V-ATPase pH, PvdQ acylase, Wnt act, NSD2 HMT inh, dFosB activator, SR-BI HDL uptake, CDK5 p35 inh, HTR5A ag ctr, HTR5A inv ag
Cc1ccc(C)c(OCCOCCN2CCOCC2)c1 in the list: 5, -1, -4, /, -2, -1, -14, 0.3, 1, -10
COc1ccc(/C=N/NC(=O)c2ccc(NS(=O)(=O)c3cccs3)cc2)cc1 in the list: 16, 3, 2, 7, 3, -1, 33, 0.4, 1, -3

Further entries:
Each structure is followed by: MITF act | V-ATPase pH | PvdQ acylase | Wnt act | NSD2 HMT inh | dFosB activator | SR-BI HDL uptake | CDK5 p35 inh | HTR5A ag ctr | HTR5A inv ag
#31 COC(=O)CSc1nnc(CNC(=O)c2cc(OC)c(OC)c(OC)c2)n1C
→ 0 | 0 | -9 | / | / | 0 | -20 | -0.6 | -3 | -1
#32 c1ccc(CNc2nc(NCc3ccccc3)c3ccccc3n2)cc1
→ / | -1 | -14 | / | 0 | 3 | 25 | 0.1 | 19* | -48
#33 CCn1c(N2CCN(C(=O)Nc3ccc(F)cc3)CC2)nc2ccccc21
→ 1 | -1 | -15 | / | 0 | 2 | 58 | 0.6 | 4 | -10
#34 O=C(COc1cccc2c1CCNC2=O)Nc1cccc(F)c1
→ 9 | 4 | 6 | 5 | -2 | -10 | -7 | 0.4 | 2 | 16
#35 CCCS(=O)(=O)Nc1cccc(-c2ccc3nnc(C)n3n2)c1
→ 10 | 5 | -10 | -1 | -2 | -9 | 5 | -1.6 | 8 | -3
#36 CC(NC(=O)COC(=O)C1CCCCC1)c1ccccc1 (centres undefined)
→ -17 | 4 | 4 | -3 | -4 | -2 | -8 | 1.3 | 4 | -16
#37 O=C(Nc1ccccc1O)c1cc(S(=O)(=O)N2CCOCC2)c(Cl)cc1Cl
→ -22 | -1 | 7 | / | 3 | -10 | -5 | -1.2 | -6 | -8
#38 O=C(O)CN1C(=O)C(=O)N(Cc2c(F)cccc2Cl)C1=O
→ -6 | 4 | 9 | 1 | / | 2 | -16 | 1.8 | 0 | 1
#39 Cc1ccc(C(=O)CSc2nnc(-c3cccnc3)n2N)cc1
→ -5 | -1 | 9 | / | 1 | -19 | 4 | 0.8 | 1 | -16
#40 O=C(Nc1ccccc1)c1ccccc1OCc1ccc(F)cc1
→ 1 | 0 | -5 | -2 | -5 | -1 | 74* | -0.8 | 3 | -10
#41 Cc1nn(S(=O)(=O)c2ccc(Br)cc2)c(C)c1S(=O)(=O)N1CCOCC1
→ 4 | -3 | -10 | -3 | 0 | -4 | -16 | -3.2 | 7 | 13
#42 O=C1OC(c2cccs2)=N/C1=C\c1ccc(-c2cccc(Cl)c2)o1
→ -5 | 6 | -2 | -2 | 4 | -1 | -33 | -1.6 | 0 | -12
#43 Cc1ccc(S(=O)(=O)Nc2ccc3nc(C)sc3c2)cc1
→ 5 | 2 | -14 | / | -2 | -10 | -2 | 0.9 | -1 | 6
#44 Cc1ccc(-c2nnc(Nc3ccc(C(=O)N(C)C)cc3)c3ccccc23)cc1S(=O)(=O)NC(C)(C)CO
→ 9 | -4 | -7 | -1 | / | -9 | / | -0.6 | 3 | -8
#45 O=C(CC1C(=O)N(c2ccccc2)C(=O)N1Cc1ccco1)Nc1ccccc1 (centres undefined)
→ -6 | 2 | 5 | 9 | 4 | -1 | -25 | 2.9 | 0 | 1
#46 O=C(Nc1nc2ccsc2c(=O)s1)C1CCC1
→ / | -3 | 5 | 18 | / | -5 | -6 | 0.2 | / | /
#47 Cc1cccc(NC(=O)C2C3C=CC4(O3)C2C(=O)N(CCCN2CCCC2)C4C(=O)NC2CCCC(C)C2C)c1 (centres undefined)
→ 1 | -3 | -9 | -1 | 3&3 | 0 | / | -1.2 | -6 | 17
#48 COc1cc(-c2cc(-c3ccc(F)cc3)nc(N)c2C#N)ccc1O
→ 5 | -1 | -4 | -1 | -5 | 5 | 67 | 0.2 | 6 | -36
#49 COc1cc(CNC(=O)c2cnccn2)cc(OC)c1
→ / | -5 | 1 | 3 | -5 | -4 | -17 | -1.1 | 4 | 5
#50 COc1ccc(-c2csc(CCn3nc(C)cc3C)n2)cc1OC
→ 10 | -1 | 12 | 4 | -4 | -1 | 18 | 0.6 | 0 | -1
#51 Cc1ccc(S(=O)(=O)N2CCCCC2)cc1NC(=O)CSc1ncn[nH]1
→ -11 | 1 | -16 | -1 | 4 | -4 | 23 | -0.9 | -1 | 11
#52 COc1ccc(NC(=S)NCC2CCCO2)c(OC)c1 (centres undefined)
→ 7 | -4 | -3 | 6 | -2 | 0 | -37 | -1.1 | -4 | -11
